Source: PubChem
IDE act = human IDE activators in live cells, primary screen, fluorescence polarization, HEK cells, FAbeta-B substrate; Insulin-degrading enzyme (Homo sapiens), P14735; FAbeta-B cleavage; 0% vehicle, 100% cell-free pure enzyme wells; activation, % at 5.96 µM; actives 0.073% (n = 340,000); AID 493087, 2011;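 active means activation above the mean of all tested compounds plus 3 SD, set per screening campaign, cut at about 17% in these data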
p-CIP stab down = p/CIP-EGFP fusion destabilizers, primary screen, fluorescence, F442A cells; Q05BA5; decrease of EGFP signal, % at 10 µM; actives 0.01% (n = 290,000); 16 h; AID 1984, 2009;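 active means EGFP signal decrease of at least 30% at 10 µM or well 3 SD below plate mean, unless failing retest; inactive means the rest, including hits failing retest or dose response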; further: some compounds called inactive have numbers as strong as hits; many of its hits are not listed in these tables
Target sequence (Q05BA5 1-1403): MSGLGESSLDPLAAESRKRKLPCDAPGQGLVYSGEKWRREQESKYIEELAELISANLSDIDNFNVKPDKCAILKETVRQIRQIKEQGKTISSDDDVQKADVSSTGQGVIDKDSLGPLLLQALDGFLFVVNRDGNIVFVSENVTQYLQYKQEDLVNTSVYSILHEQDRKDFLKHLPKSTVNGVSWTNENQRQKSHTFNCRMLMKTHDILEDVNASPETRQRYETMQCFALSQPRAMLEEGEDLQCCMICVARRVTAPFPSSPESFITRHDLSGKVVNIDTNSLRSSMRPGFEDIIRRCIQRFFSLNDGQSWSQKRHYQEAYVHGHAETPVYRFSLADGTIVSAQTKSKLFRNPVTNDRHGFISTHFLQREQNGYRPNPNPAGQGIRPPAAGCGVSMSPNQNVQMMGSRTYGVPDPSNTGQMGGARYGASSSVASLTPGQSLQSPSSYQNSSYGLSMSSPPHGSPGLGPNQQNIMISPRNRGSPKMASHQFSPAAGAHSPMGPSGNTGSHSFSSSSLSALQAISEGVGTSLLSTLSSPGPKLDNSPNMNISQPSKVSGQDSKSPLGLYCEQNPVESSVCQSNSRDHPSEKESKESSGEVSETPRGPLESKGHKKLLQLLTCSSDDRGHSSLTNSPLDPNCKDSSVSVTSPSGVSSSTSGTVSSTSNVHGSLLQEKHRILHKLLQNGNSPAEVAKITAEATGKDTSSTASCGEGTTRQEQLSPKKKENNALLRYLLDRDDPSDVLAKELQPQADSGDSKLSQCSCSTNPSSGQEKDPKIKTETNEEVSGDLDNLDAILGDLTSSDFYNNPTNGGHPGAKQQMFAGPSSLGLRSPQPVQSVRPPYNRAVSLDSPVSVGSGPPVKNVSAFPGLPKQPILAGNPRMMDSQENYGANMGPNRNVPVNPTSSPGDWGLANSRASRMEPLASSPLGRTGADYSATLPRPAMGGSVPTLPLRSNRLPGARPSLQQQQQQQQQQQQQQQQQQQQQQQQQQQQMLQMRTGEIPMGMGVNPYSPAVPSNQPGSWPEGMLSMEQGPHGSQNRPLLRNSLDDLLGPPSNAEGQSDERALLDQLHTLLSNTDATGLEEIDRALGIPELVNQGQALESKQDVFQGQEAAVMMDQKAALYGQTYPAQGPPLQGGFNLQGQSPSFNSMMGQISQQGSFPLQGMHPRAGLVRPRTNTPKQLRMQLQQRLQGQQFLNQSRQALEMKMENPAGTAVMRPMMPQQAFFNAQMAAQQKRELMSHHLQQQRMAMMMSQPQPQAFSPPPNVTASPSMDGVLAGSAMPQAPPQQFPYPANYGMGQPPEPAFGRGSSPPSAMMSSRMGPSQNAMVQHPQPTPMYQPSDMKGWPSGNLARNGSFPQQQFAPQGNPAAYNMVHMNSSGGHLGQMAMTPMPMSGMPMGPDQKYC
PfM18AAP inh = PfM18AAP inhibitors, malaria aminopeptidase, primary screen, biochemical, QFRET, recombinant enzyme; H-Glu-NHMec fluorogenic cleavage; inhibition, % at 7.35 µM; actives 1.2% (n = 290,000); AID 1822, 2009;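 active means inhibition above the campaign mean inhibition over all tested compounds plus 3 SD, cut at about 28% in these data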;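 further: 0% = plate median of test compound wells and 100% = 2 mM ZnCl2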
NALP1 inh = NALP1 inflammasome inhibitors in reconstituted yeast, colorimetric, S. cerevisiae, triplicate retest; S. cerevisiae NALP1/ASC/caspase-1 growth, X-gal OD620, 72 h; inhibition, % at 10 µM; actives 0.61% (n = 280,000); in the data active means inhibition mostly above about 24%, no sharp cut-off; inactive means mostly below about 32%; further: some compounds called inactive have numbers as strong as hits
GPR7 antagonist = GPR7 receptor antagonists, primary screen, cell-based, fluorescence, single concentration. Neuropeptides B/W receptor type 1 (Homo sapiens), P48145. GPR7-expressing cells, fluorescence antagonist assay. inhibition, % at 4.4 µM. actives 1.1% (n = 290,000). AID 1861, 2009; in the data active means inhibition above about 16%, passing the limit was not always enough;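 further: cells stimulated with the agonist NPW; 0% = agonist with vehicle and 100% = vehicle without agonist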
IMP-1 inh = IMP-1 metallo-beta-lactamase inhibitors, primary screen, biochemical, epi-absorbance readout, Pseudomonas aeruginosa enzyme. purified IMP-1, nitrocefin hydrolysis, epi-absorbance fluorescence. AID 1556, 2009. metallo-beta-lactamase IMP-1 (Pseudomonas aeruginosa). inhibition, % at 5.6 µM. actives 0.45% (n = 290,000);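 active means inhibition above the mean plus 3 SD of all compounds in the same screening run, cut at about 4.5% in these data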;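 further: 0% = IMP-1 with DMSO and 100% = DMSO wells lacking enzyme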
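System: Purified IMP-1 | Read-out basis: Percent enzyme inhibition | Controls: IMP-1 with DMSO as 0%, enzyme-free DMSO as 100% | Replicates: One well per compound | Doses: 5.6 µM nominal single concentration | Detection: Epi-absorbance fluorescence, 480 nm excitation, 530 nm emission | Incubation: 25 °C, 15 min preincubation, 25 min reaction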
VIM-2 inh = VIM-2 metallo-beta-lactamase inhibitors, primary screen, biochemical, epi-absorbance readout, Pseudomonas aeruginosa enzyme | purified VIM-2, nitrocefin hydrolysis, epi-absorbance fluorescence | inhibition, % at 5.6 µM | actives 0.89% (n = 290,000) | AID 1527, 2009;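 active means inhibition above the mean of all tested compounds plus 3 SD, cutoff set per screening run, cut at about 7.5% in these data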;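 further: red hydrolysis product quenches plate fluorescence so inhibitors raise well fluorescence; 0% = enzyme with DMSO and 100% = DMSO without enzyme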
IDE inh = human IDE inhibitors in live cells, primary screen, fluorescence polarization, HEK cells, FAbetaB substrate | inhibition, % at 5.59 µM | FAbetaB cleavage | actives 0.41% (n = 320,000);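 active means percent inhibition above the average of all tested compounds plus 3 SD, set per screening campaign, cut at about 16% in these data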;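 further: IDE supplied by intact live HEK cells; FP after avidin binding of uncleaved biotin substrate so inhibition keeps polarization high; 0% = DMSO wells and 100% = 60 µM reference IDE inhibitor Ii1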
PHOSPHO1 block = PubChem AID 1565 | Phosphoethanolamine/phosphocholine phosphatase (Homo sapiens), Q8TCT1 | recombinant PHOSPHO1, absorbance phosphatase assay | inhibition, % at 13.3 µM | actives 1.1% (n = 290,000); in the data active means inhibition above about 60%
An asterisk follows results filed as active; · = no result given. Random draw from the library (roughly 5.3% active in at least one column).

molecule,IDE inh,IDE act,NALP1 inh,p-CIP stab down,IMP-1 inh,PHOSPHO1 block,VIM-2 inh,GPR7 antagonist,PfM18AAP inh
NC1=NCc2ccccc21,7.6,0.1,8.7,-4.0,-2.8,10.1,-3.2,-5.4,0.5
Cc1sc(NC(=S)Nc2ccc(F)cc2)c(C(N)=O)c1C,6.6,4.5,-14.9,-31.6,-1.9,24.0,-4.3,18.5,47.1*
COc1ccc(C(C(=O)NC2CCCC2)N(C(=O)c2ccco2)c2ccccc2OC)cc1 (centres undefined),0.4,5.6,-12.2,5.6,-2.9,41.6,-1.8,-3.4,-4.2
CCC(C)Sc1nc2c(c(=O)[nH]1)C(c1cccs1)C1=C(CCCC1=O)N2 (centres undefined),7.0,0.7,16.4,-7.7,-0.2,-1.1,-1.6,31.9*,4.1
CCOC(=O)c1c(C)c(C(=O)NCc2ccco2)c(C)n1CC,1.0,5.2,4.4,-5.2,-1.6,-12.4,-1.1,5.7,-2.6
CCOc1cc2c(C)cc(=O)oc2cc1Cl,-0.6,-0.6,6.5,3.7,-2.2,-9.4,-3.4,-2.1,-3.3
CC(=O)c1ccc(NC(=O)CCc2c(C)nn(-c3ccc(N4CCOCC4)nn3)c2C)cc1,3.4,-1.6,0.8,6.0,-1.9,32.4,-2.3,5.3,2.8
CCCCc1ccc(NC(=O)COc2ccc(C(=O)Nc3ccccc3C)cc2)cc1,-0.5,·,28.0,11.6,-2.0,-35.3,-3.5,-5.5,-0.2
Nc1ncnc2nc(SCc3ccccc3)[nH]c12,3.9,3.1,·,9.1,-4.1,-12.8,-2.6,-7.8,1.2
Cc1ccc(S(=O)(=O)N2CCOCC2)cc1C(=O)c1nccn1C,1.0,2.8,1.1,-19.9,-3.3,12.7,-1.2,-6.8,-5.7
O=C1C2Sc3[nH]c(=O)sc3C(c3ccccc3)C2C(=O)N1c1ccccc1 (centres undefined),2.1,-0.2,16.1,9.6,-1.9,48.5,-4.5,12.5,29.4*
CCOc1ccc(-c2cc(C(=O)OC)[nH]n2)cc1,6.4,0.2,2.9,-7.7,0.0,28.1,-1.3,-6.5,-2.2
Cc1cccc(/C=C2/SC(=O)N(Cc3ccccc3Cl)C2=O)n1,1.6,5.1,12.9,-12.6,-1.1,25.8,1.1,3.0,1.0
CCN1C(C)=C(C)S/C1=C1\SC(=S)N(C2CCCCC2)C1=O,8.8,1.1,-3.5,0.1,-0.8,23.9,-4.0,0.2,1.5
Cc1cccc(CN2CCN(Cc3ccc4nonc4c3)CC2CCO)n1 (centres undefined),-1.7,10.6,-2.1,-11.5,-3.1,35.4,-2.9,-10.6,-10.3
CCN(CC(=O)NCCN1CCOCC1)S(=O)(=O)c1ccc(F)cc1,1.9,-0.6,-3.5,2.4,-2.2,40.5,-1.6,-1.5,-1.4
C=C(C)CNC(=S)N/N=C/c1ccc(N2CCOCC2)cc1,-2.5,-1.9,14.8,1.7,-3.8,25.2,-3.1,-13.8,14.1
CN(C(=O)CCN1C(=O)/C(=C/c2ccccc2F)SC1=S)C1CCS(=O)(=O)C1 (centres undefined),2.5,0.4,19.5,-10.7,0.9,52.6,2.4,-4.4,-1.4
Cc1cccnc1NC(=O)C1CCN(S(=O)(=O)c2ccc3c(c2)CCC(=O)N3)CC1,-2.3,-1.2,-5.2,-3.0,-2.4,12.2,0.1,-6.7,-9.2
CC(C)N1C(=O)C2(OCCCO2)c2cc(Br)ccc21,-0.5,0.3,-24.2,-90.8,1.0,·,0.5,4.2,-17.8
CN(C)S(=O)(=O)c1cc(NC(=O)CNCc2ccc(F)cc2)ccc1Cl,0.5,5.7,19.5,-6.4,-1.6,30.8,-1.4,-0.2,-0.5
Brc1ccc2ncc(Br)cc2c1,-0.9,4.5,3.8,0.7,-4.2,-11.9,-4.0,14.2,-5.2
O=C(CSc1nc(-c2ccccc2)cc(C(F)(F)F)n1)NCc1ccco1,7.4,-2.0,6.1,-0.9,-3.0,7.8,-0.8,-3.2,4.3
O=C(COC(=O)c1ccc(S(=O)(=O)N2CCc3ccccc3C2)cc1)NC1CCS(=O)(=O)C1 (centres undefined),2.1,2.0,17.6,-3.8,0.0,6.2,-3.4,-13.3,-3.9
COc1ccc(CN2C(=NC(=O)C3CC3)SC3CS(=O)(=O)CC32)cc1OC (centres undefined),7.1,-1.2,14.3,-1.6,-3.9,12.0,-0.9,-1.8,-6.7
Cc1ccccc1Nc1nc(N)nc(CSc2nncn2C)n1,1.7,2.2,13.1,-2.5,-2.3,16.5,2.4,-3.7,-16.1
CC1CCN(CCOc2cc(Cl)ccc2Cl)CC1,-2.4,5.8,4.4,-18.5,1.3,24.2,-1.1,1.3,-10.6
CCN1CCN(C(=O)c2[nH]c3ccc(OC)cc3c2C)CC1,4.8,0.1,15.1,11.0,0.2,·,1.2,4.1,7.2
CCc1nnc(NC(=O)CSc2ccc(-c3ccc(F)cc3)nn2)s1,-4.7,·,3.3,-21.1,-2.8,38.9,0.7,-1.2,-13.2
COc1c2occc2c(OC)c2c(=O)cc(C(F)(F)C(F)(F)F)oc12,0.7,1.4,-11.1,-9.8,-2.3,11.4,-2.9,-6.6,2.0
Cn1c(=O)[nH]c(=O)c2[nH]c(CN3CCN(C(=O)c4ccco4)CC3)nc21,1.1,6.2,39.5,2.3,-3.8,18.0,-5.0,-13.7,3.1
O=C(O)CCC(=O)N1N=C(c2ccccc2)CC1c1ccc2nccnc2c1 (centres undefined),-1.4,4.5,9.6,4.3,-1.1,4.1,-0.3,-3.6,-2.1
CCN1CC2([N+](=O)[O-])C=CC(=O)C([N+](=O)[O-])(C1)C2CC(=O)c1ccccc1 (centres undefined),6.4,-1.8,10.8,-7.4,-2.9,7.8,-4.7,6.4,0.8
COc1ccc(CCNC(=O)C2CCCN(Cc3nc(-c4ccccc4C)oc3C)C2)cc1OC (centres undefined),0.7,5.7,23.4,7.0,-3.8,-28.1,-5.3,3.9,-7.9
CCOC(=O)/C=c1\s/c(=C(\C#N)C(=O)NC)n(-c2ccccc2)c1=O,3.7,-1.2,-8.3,-11.8,-2.7,11.0,-1.0,-14.3,7.7
O=C(Cn1nnc(-c2ccccc2NC(=O)c2ccccc2F)n1)NC1CCCC1,5.4,5.2,0.8,-0.6,-5.0,41.2,-1.1,-1.5,0.4
Cc1ccc(NCC(=O)Nc2ccc(Br)cc2)cc1F,4.5,6.8,26.8,1.3,-2.5,11.2,-2.3,-0.6,-1.1
O=C(NCCN1CCCCC1)Nc1ccc(F)c(Cl)c1,-1.3,7.0,35.4,-3.9,1.6,-11.3,0.9,-2.4,-7.7
O=C(CN1CCCCC1)NCCNc1ccc(C(F)(F)F)cc1[N+](=O)[O-],-1.6,3.6,33.1,-14.5,-0.8,-15.9,-2.0,8.6,4.6
COC(=O)CNC(=O)Cn1ccc2ccccc2c1=O,-3.1,2.5,17.6,-4.3,-2.1,13.5,-4.0,4.3,3.2
Cn1cccc1Cc1nnc(SCC(=O)Nc2nccs2)n1CCc1ccccc1,2.5,-2.9,13.5,-2.1,-3.4,-33.9,-3.1,-8.6,-0.7
N/C(=N\NC(=O)c1ccc(F)cc1)c1cc2ccccc2oc1=O,-0.1,6.4,7.4,-1.7,-3.2,6.2,-1.8,-7.7,8.3
Cn1cc2cc([N+](=O)[O-])ccc2n1,-3.2,2.7,16.9,-5.4,-0.4,-19.1,-4.1,-8.7,-1.2
O=C(COc1ccccc1)N/N=C/c1sc(=O)n(Cc2cccc(C(=O)O)c2)c1Cl,5.9,0.6,8.2,-10.7,-2.1,19.7,-2.2,1.2,-22.6
COc1cc(NC(=O)CSCC(=O)Nc2cccc(C(F)(F)F)c2)c(Cl)cc1Cl,-1.3,0.9,9.4,-19.2,2.9,-2.9,1.1,-2.5,-7.1
Cc1cc(NC(=O)c2ccc(F)cc2)ccc1NC(=O)c1ccco1,3.1,3.5,-3.7,12.3,-0.2,-1.0,-3.1,1.4,-3.8
Cn1c(CNS(=O)(=O)c2ccc(Cl)cc2)n[nH]c1=S,1.6,2.1,5.5,-2.7,-2.7,-74.5,-4.3,-14.6,8.7
COC(=O)C1(Cc2cc(-c3ccc(Cl)cc3)no2)CCN(C(=O)OC(C)(C)C)CC1,6.9,2.5,6.8,-10.8,-4.2,35.7,-2.1,-9.0,-6.5
COCC1CCN(C(=O)c2cc(COc3cccc4cnccc34)on2)CC1,3.8,-0.7,-10.8,-25.4,-3.6,31.3,-1.1,-4.6,-0.6
Oc1ccc(/C=N/n2c(COc3ccccc3)n[nH]c2=S)cc1O,8.1,-3.2,-13.1,-2.7,-2.9,18.7,-2.6,-4.8,53.2*
CC(C)CCNc1nc(N)c([N+](=O)[O-])c(N2CCCCCC2)n1,2.1,1.1,14.9,16.1,-3.2,39.4,-3.1,-2.2,8.9
CCCCS(=O)(=O)N1CCCC(C(=O)Oc2ccc(Cl)cc2)C1 (centres undefined),9.5,2.4,-8.3,-5.8,6.0*,·,-3.4,-5.6,11.6
COc1cccc(NC(=O)CN2CCN(c3ccc(F)cc3)CC2)c1,2.5,3.4,2.3,-0.4,-0.4,-1.6,-1.9,-5.2,-3.0
COc1ccc(C2CC(=O)C=C(NNS(=O)(=O)c3ccc(C)cc3)C2)cc1 (centres undefined),9.8,3.6,18.5,-5.8,-3.5,-5.2,-2.8,-0.9,10.2
O=C(O)CCC(=O)N1N=C(c2c(-c3ccccc3)c3cc(Cl)ccc3[nH]c2=O)CC1c1ccccc1 (centres undefined),-3.7,1.8,-2.2,-8.4,-1.5,24.1,-0.9,5.0,1.5
CCOC(=O)c1cc(C(C)(C)C)oc1CN,-1.8,-2.3,1.2,-2.3,-0.9,-10.8,0.9,4.8,-8.6
C/C=C(\C)C(=O)NCCN1C2=NC[C@H](Cc3ccc(O)cc3)N2C[C@H]1Cc1ccc(O)cc1,-3.0,2.1,-8.1,-8.5,-2.6,-11.8,-1.4,-6.2,-5.1
CN1CCS/C1=C\C=C1/SC(=S)N(CC(=O)O)C1=O,·,-100.7,-1.4,-221.4,3.5,37.3,4.8,7.9,-7.1

Full records, looked up by structure.
Profile of `COc1cc(NC(=O)CSCC(=O)Nc2cccc(C(F)(F)F)c2)c(Cl)cc1Cl` → IDE inh = -1.3; IDE act = 0.9; NALP1 inh = 9.4; p-CIP stab down = -19.2; IMP-1 inh = 2.9; PHOSPHO1 block = -2.9; VIM-2 inh = 1.1; GPR7 antagonist = -2.5; PfM18AAP inh = -7.1
Profile of `Cc1cccc(CN2CCN(Cc3ccc4nonc4c3)CC2CCO)n1` (centres undefined) → IDE inh = -1.7; IDE act = 10.6; NALP1 inh = -2.1; p-CIP stab down = -11.5; IMP-1 inh = -3.1; PHOSPHO1 block = 35.4; VIM-2 inh = -2.9; GPR7 antagonist = -10.6; PfM18AAP inh = -10.3
